TAG inh: triacylglycerol accumulation inhibition | inhibition, % at 12.5 µM | actives 0.66% (n = 230,000) | H9c2 cells, Nile Red lipid (TAG) fluorescence; cells loaded with 200 µM oleic acid;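 active = pattern-corrected inhibition of lipid staining of at least 50% with the nuclear-stain viability signal not falling by more than 50%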;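 note: 0% = DMSO wells and 100% = triacsin C control wells; some results filed as inactive read as strong as hits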
TAG inh DAPI viability: second read-out of TAG inh, no call of its own (marks repeat the call); DAPI nuclei signal change (viability), lower = more cytotoxic, %;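 whole-well DAPI fluorescence read on a plate reader as a viability signal; minus 50 percent equals half of cells still viable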
* = called active by the depositor. Only part of the results is shown, so the mix of outcomes need not match the whole.

SMILES | TAG inh | TAG inh DAPI viability
CCOC(=O)c1[nH]cnc1C(=O)Nc1cccc(OC)c1 | 19.0 | -11.5
COC(=O)c1cc(NC(=O)Cc2coc3cc(OC)ccc23)cc(C(=O)OC)c1 | 31.8 | 10.8
O=C(CCNC(=O)c1ccc([N+](=O)[O-])cc1)Oc1ccc(F)c(F)c1 | -11.2 | -0.9
O=C(COC(=O)CNC(=O)c1cccc(OC(F)F)c1)NNC(=O)c1ccccc1 | -11.9 | -1.6
CC(=O)Nc1ccc(S(=O)(=O)NC2(C(F)(F)F)NC(=O)N(c3ccccc3F)C2=O)cc1 (stereo not drawn) | -6.9 | 4.6
CCCCCn1c(=O)[nH]c2cc(C(=O)NCCN(CC)CC)ccc2c1=O | 11.6 | 7.2
CCCCn1c(O)c(/C=C/C=C/C=Nc2ccccc2)sc1=S | 3.7 | 6.7
CC1(c2cccc(Br)c2)NC(=O)N(CC(=O)NC2CCCCC2)C1=O (stereo not drawn) | -4.5 | -6.7
CC1=C(CC(=O)O)c2cc(F)ccc2/C1=C/c1ccc(S(C)=O)cc1 (stereo not drawn) | 0.9 | 13.6
COc1ccc(-c2nc(-c3cccs3)no2)cc1 | 11.7 | -10.0
COc1ccc(C(=O)NCC(c2ccco2)N(C)C)cc1S(=O)(=O)NCc1ccc(Cl)cc1 (stereo not drawn) | -17.0 | 6.4
O=C(NCc1cccs1)c1cc(-c2ccccc2)nn1CC1CC(c2cccc([N+](=O)[O-])c2)=NO1 (stereo not drawn) | 0.8 | -2.0
CCCCNC(=O)C1(C)CCN1C(=O)c1ccc2c(c1)C(C)(C)CCC2(C)C (stereo not drawn) | 12.4 | -17.6
O=C(O)CC(=O)NC12CC3CC(CC(C3)C1)C2 | -4.7 | 3.9
CCn1c2ccccc2c2cc(NC(=O)c3cccc([N+](=O)[O-])c3C)ccc21 | 0.9 | 6.2
Cc1ccc(NC(=O)CC(=O)c2ccc([N+](=O)[O-])cc2)cc1S(=O)(=O)Nc1cccc(Cl)c1 | 0.7 | -5.8
CNc1nc(NCCOC23CC4CC(CC(C4)C2)C3)nc(OCC(F)(F)F)n1 | -12.9 | 9.7
COc1ccc(-c2noc(CCCC(=O)NCc3ccco3)n2)cc1OC | -8.2 | 12.1
COc1ccc(C(=O)c2ccc(N3CCOCC3)c([N+](=O)[O-])c2)cc1 | -3.4 | 2.3
O=C(Nc1ccc(N2CCOCC2)cc1N1CCOCC1)c1ccc([N+](=O)[O-])cc1 | 4.6 | 6.8
O=C1CCCN1CCCNc1ncnc2c1cnn2-c1ccc(Cl)cc1 | -1.0 | 1.5
Cc1cc(NC(=O)COc2coc(CN3CCN(c4ccccc4)CC3)cc2=O)no1 | 8.3 | -8.4
Cc1nc(Cc2nnc(SCC(=O)N3CCN(c4ccc(O)cc4)CC3)o2)cs1 | -5.9 | -6.6
CCCC(c1nnnn1Cc1ccco1)N1CCN(c2ccccc2)CC1 (stereo not drawn) | -0.6 | -6.3
CCOc1ccc(NC2=NCC(=O)N2CCc2ccccc2)cc1 | -3.1 | -5.1
Cc1c(C(=O)OCC(=O)N(CCC#N)c2ccccc2)oc2c1ccc1ccccc12 | 21.2 | -8.7
O=C(Nc1nnc(CCN2CCCCC2)s1)c1cccc(Cl)c1 | -10.7 | 5.6
CCN(CC)c1ccc(/C=N/N=C(c2ccccc2)c2ccccc2)c(O)c1 | 22.3 | 9.5
COc1ccc(C2=NO[C@@H]3[C@@H]4C[C@@H]([C@H]5C(=O)N(C)C(=O)[C@@H]45)[C@H]23)cc1 | 4.5 | -2.7
C=C(C)CNC(=S)N/N=C\c1ccc2c(c1)OCO2 | -1.2 | -0.4
CCN(C(=O)COC(=O)c1ccccc1NCCO)C1CCS(=O)(=O)C1 (stereo not drawn) | -2.0 | -1.6
CCOC(=O)C1=C(COC(=O)/C=C/c2ccco2)NC(=O)NC1C (stereo not drawn) | 0.5 | 1.6
COc1ccc(S(=O)(=O)N2CCCCCC2)cc1Br | 7.9 | 5.2
Cc1cc(C)c(C#N)c(SCc2c(F)cccc2[N+](=O)[O-])n1 | 0.9 | -5.0
Cc1ccc(NC(=O)C(C)Sc2nc3nc(C)cc(C)n3n2)cc1 (stereo not drawn) | 8.1 | -4.8
COc1ccccc1/C(O)=C(\C#N)c1nc2ccccc2[nH]1 | 10.6 | -6.5
Cc1ccc(CN(C)C(=O)CN2C(=O)NC3(CCCc4ccccc43)C2=O)c(C)c1 (stereo not drawn) | 50.7* | -2.3*
CCCc1cc(=O)oc2cc(C)cc(OCC(=O)O)c12 | 17.4 | 1.1
COc1cc(O)c(C(CC(=O)N2CCN(c3ccccc3)CC2)c2cc(OC)c(OC)c(OC)c2)c(OC)c1 (stereo not drawn) | -6.6 | -3.4
CN(C)CCCOc1ccc(-c2cccc3nncn23)cn1 | 4.4 | 2.1
CCOc1ccc(NC(=O)CC2C(=O)N(c3cccc(OC)c3)C(=O)N2CCOC)cc1 (stereo not drawn) | -0.7 | -1.2
Cc1noc(C)c1S(=O)(=O)N(C)C[C@H]1Oc2c(NS(=O)(=O)c3cn(C)cn3)cccc2C(=O)N([C@H](C)CO)C[C@@H]1C | -1.9 | 5.8
CCCCc1nc(SCC(=O)N2CCCC2)c2c(=O)n(C)c(=O)n(C)c2n1 | 3.5 | -0.3
COc1ccc2nc3oc(C(=O)Nc4ccc(OC)c(OC)c4)cc3cc2c1 | 9.3 | 7.0
CC(OC(=O)/C(C#N)=C/c1ccc(N(C)C)cc1)C(=O)N(C)c1ccccc1 (stereo not drawn) | 3.1 | -0.3
OCCNCc1ccc(OCc2ccc(Cl)cc2Cl)cc1 | 30.2 | 11.4
CCc1ccccc1NC(=O)C1CCCN(S(=O)(=O)c2ccc3c(c2)CC(C)N3C(C)=O)C1 (stereo not drawn) | -19.8 | 3.0
CCSc1nnc(N2C(=O)CC(c3ccsc3)C3=C2CC(C)(C)CC3=O)s1 (stereo not drawn) | 3.3 | -7.8
Cc1[nH]c(=O)[nH]c(=O)c1S(=O)(=O)N1CCCC(C(=O)N2CCN(c3cccc(C(F)(F)F)c3)CC2)C1 (stereo not drawn) | 14.1 | -7.1
Cc1cc(=O)n2[nH]c(SCc3ccc(Cl)cc3)nc2n1 | 27.1 | -5.4
Cc1ccc(NC(=O)C2(C)CCCN2C)cc1C (stereo not drawn) | 7.5 | -9.2
Cc1ccc(OCCCC(=O)N2CCOCC2)c(C)c1 | -9.7 | 2.2
NS(=O)(=O)c1ccc(NC(=O)Nc2cccc(Cl)c2)cc1 | 11.3 | -1.1
O=C(NCc1ccccc1)C1CCCN1S(=O)(=O)c1cccc2cccnc12 (stereo not drawn) | -8.7 | -3.1
CCCCN(C(=O)c1ccc(NC2CC2)c([N+](=O)[O-])c1)c1c(N)n(CC(C)C)c(=O)[nH]c1=O | -10.1 | -3.3
COc1cccc(/C=C2/CCC(CN(C)C)C2=O)c1 (stereo not drawn) | 0.4 | 0.8
CCN1CCC(CN2CCNC2=S)CC1 | 10.7 | -11.3
COc1cc2c3nnc(-c4ccc(F)cc4)c-3cn(Cc3cccc(F)c3)c2cc1OC | -157.1 | 71.4
CCOC(=O)CN1C2=NCCN2c2ccccc21 | 7.8 | 2.4
CCOC(=O)C1(CC2CCCCO2)CCN(C(=O)Nc2ccc(SC)cc2)CC1 (stereo not drawn) | 6.2 | -12.3
Next section:
SMILES | TAG inh | TAG inh DAPI viability
Cc1cc(C(=O)CSc2nc(N)cc(=O)[nH]2)c(C)n1CC1CCCO1 (stereo not drawn) | -16.9 | 3.7
Cn1c(SCc2ccccc2[N+](=O)[O-])nnc1-c1cccnc1 | 1.7 | -2.7
CN(C)/C=C(\C(=O)c1ccc(Cl)cc1)c1nnnn1-c1ccc(Cl)cc1 | 6.2 | 6.7
O=C(CCl)Nc1ccccc1C(=O)Nc1ccc2c(c1)OCO2 | 24.9 | -13.4
c1ccc(COC2COC3C(OCc4ccccc4)COC23)cc1 (stereo not drawn) | -24.1 | -1.4
COc1ccccc1-c1noc(Cn2cc(S(=O)(=O)N3CCCC3)ccc2=O)n1 | 7.7 | -6.2
COc1cccc(-c2cnc3c(NC(C)=O)cc(-c4cc(OC)c(OC)c(OC)c4)cn23)c1 | 15.3 | 1.4
Cc1cc(C)c(NC(=O)CNC(=O)Cc2sc(C)nc2-c2ccc(F)cc2)c(C)c1 | 3.1 | -10.7
C[C@]12CC[C@@H]3c4ccc(O)cc4CC[C@H]3[C@@H]1C[C@@H](O)[C@@H]2O | -3.0 | -8.2
CC1(C(=O)Nc2ccc3c(c2)OCO3)CCN1C(=O)CCc1cccs1 (stereo not drawn) | -4.1 | 4.2
c1ccc2c(C3OCC4(CCCC4)CO3)cccc2c1 | -3.9 | -0.4
COc1cc(C(=O)NCCCc2nc3ccccc3n2Cc2cc(C)ccc2C)cc(OC)c1OC | 17.8 | 0.6
Cc1cccc(OCC(=O)NCC(c2ccco2)N2CCCC2)c1 (stereo not drawn) | -14.5 | 6.6
CCN1CCCC1CNC(=O)c1ccc(Sc2ccc(F)cc2)c([N+](=O)[O-])c1 (stereo not drawn) | -19.9 | 11.3
CCc1c(C#N)c(=O)[nH]c(=O)n1-c1ccccc1 | 2.1 | 5.0

In the list so far, 4 have two or more sulfur atoms:
SMILES | TAG inh | TAG inh DAPI viability
CCCCn1c(O)c(/C=C/C=C/C=Nc2ccccc2)sc1=S | 3.7 | 6.7
Cc1nc(Cc2nnc(SCC(=O)N3CCN(c4ccc(O)cc4)CC3)o2)cs1 | -5.9 | -6.6
Cc1noc(C)c1S(=O)(=O)N(C)C[C@H]1Oc2c(NS(=O)(=O)c3cn(C)cn3)cccc2C(=O)N([C@H](C)CO)C[C@@H]1C | -1.9 | 5.8
CCSc1nnc(N2C(=O)CC(c3ccsc3)C3=C2CC(C)(C)CC3=O)s1 (stereo not drawn) | 3.3 | -7.8

Next part
SMILES | TAG inh | TAG inh DAPI viability
CN(C(=O)CCl)C1CCCc2ccccc21 (stereo not drawn) | 18.1 | -15.5
CCOc1cc(/C=C2\SC(N)=NC2=O)ccc1O | 0.5 | -1.4
O=C(Nc1ccccc1O)c1cccc(S(=O)(=O)N2CCOCC2)c1 | -15.9 | 4.4
O=C(NC1CCCC1)C(=O)N(Cc1cccnc1)C(C(=O)NC1CCCC1)c1ccco1 (stereo not drawn) | -6.7 | -4.5
Nc1nc(SCC(=O)N2CCCc3ccccc32)n[nH]1 | 2.5 | -0.9
O=C(Cn1nnc2ccccc2c1=O)N[C@@H](Cc1ccccc1)C(=O)O | 9.6 | -7.1
COc1cccc(N/C(SCc2cccc([N+](=O)[O-])c2)=C(/C#N)C(N)=O)c1 | 3.1 | -8.8
CC(NC(=O)/C(C#N)=C/c1cn(-c2ccccc2)nc1-c1ccc(F)cc1)c1ccccc1 (stereo not drawn) | 23.3 | 94.3
CN(C)c1ccc(P(=O)(OCc2ccccc2)C(O)c2ccncc2)cc1 (stereo not drawn) | 15.3 | -7.4
CCCC(=O)Nc1c2c(nc3ccccc13)N(c1ccccc1)CC2 | 18.1 | 60.8
COc1ccc(OCc2n(CC(=O)OC3CC(C)CCC3C(C)C)c3ccccc3[n+]2C)cc1 (stereo not drawn) | 39.1 | 58.6
COc1nccc(C(F)(F)F)c1C(=O)Nc1ccc(Cl)cc1 | 0.3 | -3.5
COc1ccc(S(=O)(=O)Nc2c3ccccc3nc(=O)n2-c2ccccc2)cc1 | 7.4 | -3.5
COc1ccc(NC(=O)CSc2n[nH]c(-c3ccncc3)n2)cc1Cl | -2.5 | 3.6
CC(=O)NCCC1CCN(c2nc3nonc3nc2N(C)Cc2ccccc2)CC1 | -13.8 | 7.2
Cc1cc(S(=O)(=O)NC2CCCCC2)ccc1-n1cnnn1 | -4.3 | 9.8
Cc1cc(=O)[nH]c(N/N=C/C(C)c2ccccc2)n1 (stereo not drawn) | -1.0 | -1.9
Cc1c(-c2ccccc2)c(-c2ccc(OCCN(C)C)cc2)n2ccccc12 | 12.7 | 16.6
Clc1cccc(CN2CCCCCC2)c1 | 3.5 | 1.5
Cn1cc(/C=N/n2cnc3sc4c(c3c2=O)CCCC4)c2ccccc21 | 17.0 | -2.8
COc1ccccc1N1CCN(/N=C/c2cccc(OC)c2O)CC1 | 3.0 | 4.8
COc1cc(/C=N\NC(=O)c2cccnc2)ccc1OC(=O)c1ccccc1Cl | -1.6 | 9.1
Cc1ccc(NC(c2ccccc2)c2nc3ccccc3[nH]c2=O)cc1 (stereo not drawn) | -4.9 | -3.3
COc1ccc(CCNC(=O)C23CCC(C)(C(=O)C2=O)C3(C)C)cc1OC (stereo not drawn) | 7.6 | -3.6
CCCNC(=O)CC(NS(=O)(=O)c1ccc(NC(C)=O)cc1)C(C)C (stereo not drawn) | -4.4 | 3.9
Cc1ccc(-n2nc(C)c3c2OC(N)=C(C#N)C3c2cccs2)cc1 (stereo not drawn) | -0.1 | 6.5
Cc1ccc(S(=O)(=O)N(C)C)cc1NC(=O)C(C)OC(=O)/C=C/c1cccs1 (stereo not drawn) | -7.6 | 1.8
COc1ccc(-n2nnnc2SCc2nc(N)nc(N3CCOCC3)n2)cc1 | 1.6 | 4.9
O=C1C(=O)N(c2ccccc2)C(c2ccccc2)C1c1ccccc1 (stereo not drawn) | -3.4 | 3.0
CC(=O)c1cccc(NC(=O)COc2ccc(S(=O)(=O)N3CCCCC3)cc2)c1 | 1.8 | -7.8
CC(=O)c1cccc(-c2csc(N3CCC(C(N)=O)CC3)n2)c1 | 9.0 | -7.0
O=[N+]([O-])c1cccc(S(=O)(=O)N/N=C/c2ccc(O)cc2)c1 | -2.4 | 2.5

Single records, from the list above. Screens in order: TAG inh	TAG inh DAPI viability
`COc1ccccc1N1CCN(/N=C/c2cccc(OC)c2O)CC1` is entered as 3.0	4.8
`Cc1c(-c2ccccc2)c(-c2ccc(OCCN(C)C)cc2)n2ccccc12` is entered as 12.7	16.6
`Cn1cc(/C=N/n2cnc3sc4c(c3c2=O)CCCC4)c2ccccc21` is entered as 17.0	-2.8
`Cc1cc(=O)[nH]c(N/N=C/C(C)c2ccccc2)n1` (stereo not drawn) is entered as -1.0	-1.9
`CCCNC(=O)CC(NS(=O)(=O)c1ccc(NC(C)=O)cc1)C(C)C` (stereo not drawn) is entered as -4.4	3.9

Assay outcomes as filed in PubChem BioAssay.
